PRMT1 inh: PRMT1 (human) inhibition, primary screen. recombinant PRMT1, activity-based probe fluorescence polarization. inhibition, % at 2.79 µM. 370,000 tested, 1.3% active. AID 652257;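 active = inhibition above about 21% made by adding two undisclosed values, limit read from the data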
Target sequence (Q99873 whole entry, looked up): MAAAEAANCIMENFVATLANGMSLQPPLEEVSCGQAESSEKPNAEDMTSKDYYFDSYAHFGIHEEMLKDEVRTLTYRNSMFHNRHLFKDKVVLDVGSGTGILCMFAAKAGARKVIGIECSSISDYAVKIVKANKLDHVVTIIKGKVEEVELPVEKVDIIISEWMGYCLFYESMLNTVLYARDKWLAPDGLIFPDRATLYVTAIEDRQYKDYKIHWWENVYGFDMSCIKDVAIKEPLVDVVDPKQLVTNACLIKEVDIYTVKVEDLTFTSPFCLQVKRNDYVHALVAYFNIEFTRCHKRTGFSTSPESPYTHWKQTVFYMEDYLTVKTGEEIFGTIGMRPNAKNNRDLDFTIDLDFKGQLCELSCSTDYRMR
LEDGF integ inh: blocks HIV-1 LEDGF/p75-dependent DNA integration; TR-FRET IN-LEDGF/p75 DNA integration, Eu/Cy5; inhibition, % at 3.7 µM; 370,000 tested, 0.64% active;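 active = inhibition above the screen-wide mean plus 3 SD, cut at about 13% in these data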;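 note: signal is the Cy5 over europium emission ratio at 671 and 618 nm; 0% = plate median of compound wells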
PG9 binder: small molecules binding HIV-1 gp120 antibody PG9; TR-FRET gp120-PG9 antibody binding; 360,000 tested, 0.43% active; inhibition, % at 6.7 µM; AID 624416; in the data active = inhibition above about 8.5%
HTRA1 inhibitor: blocks human HTRA1 serine peptidase | inhibition, % at 5.96 µM | recombinant HTRA1, FP-rhodamine activity-based probe, fluorescence polarization | AID 504803 | Q92743 | 340,000 tested, 0.5% active; in the data active = inhibition above about 36%;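 note: 0% = enzyme with DMSO and 100% = wells lacking enzyme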
Target sequence (Q92743 whole entry, looked up): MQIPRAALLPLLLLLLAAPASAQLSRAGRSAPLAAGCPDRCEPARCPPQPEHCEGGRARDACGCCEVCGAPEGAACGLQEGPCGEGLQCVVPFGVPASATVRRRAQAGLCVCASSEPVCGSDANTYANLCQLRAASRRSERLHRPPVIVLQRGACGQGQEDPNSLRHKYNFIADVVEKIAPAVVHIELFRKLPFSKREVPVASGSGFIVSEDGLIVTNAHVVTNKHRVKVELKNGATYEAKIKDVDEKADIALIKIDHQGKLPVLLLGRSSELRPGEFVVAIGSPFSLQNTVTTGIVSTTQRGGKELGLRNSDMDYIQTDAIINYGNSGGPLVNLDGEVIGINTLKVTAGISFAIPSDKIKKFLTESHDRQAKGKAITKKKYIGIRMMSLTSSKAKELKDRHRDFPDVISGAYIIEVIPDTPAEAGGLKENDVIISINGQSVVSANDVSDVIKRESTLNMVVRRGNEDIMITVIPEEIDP
mABHD4 FP: ABHD4 (mouse) inhibition, primary FP screen; Q8VD66; purified mABHD4, FP-Rh probe fluorescence polarization; inhibition, % at 8.92 µM; 370,000 tested, 0.54% active;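 active = inhibition exceeding the mean over every tested compound plus 3 SD, cut at about 30% in these data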;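 note: 0% = plate median of compound wells and 100% = S159A mutant with DMSO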
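Assay system: mABHD4 protein; medium: HEPES pH 7.0, NaCl, Pluronic buffer; dosing: 8.92 µM, single dose; schedule: 45 min + 60 min at 25 °C; signal: FP readout, ex 525 nm / em 598 nm; read-out: normalized percent inhibition of probe labeling; repeats: single replicate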
DDE Tn7 FP inh: disrupts Tn7 cyclic peptide binding to fibrin D-Dimer-E complex; P02675; FP displacement of FITC-Tn7 peptide from fibrin DD(E); 0% = median of compound wells per plate; inhibition, % at 8.3 µM; 370,000 tested, 0.13% active; AID 720508;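 active = inhibition above the mean of compounds falling within the control limits plus 3 SD of them, cut at about 14% in these data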;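 note: 0% = plate median of compound wells and 100% = 10 µM Aha-Tn7 peptide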
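Assay system: Human fibrin DD(E) protein | Medium: Tris buffer with calcium and detergent, pH 7.8 | Reagent: 0.1 µM fluorescent Tn7 | Compound dosing: Single point at 8.3 µM | Times: 10 min preincubation, 3 h with tracer, room temperature | Detection: Fluorescence polarization of the labelled Tn7 tracer | Controls: Aha-Tn7 high control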
TCR CD3 inh: blocks the human TCR-CD3 interaction | TAMRA-labeled TCR probe fluorescence, biochemical | inhibition, % at 9.4 µM | 360,000 tested, 0.37% active | AID 651800; in the data active = inhibition above about 19%;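 note: recombinant mutant TCR 2C K166C tagged with TAMRA read by polarization; 0% = receptor in buffer alone and 100% = receptor with positive control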
SIAE inh: human SIAE inhibition, primary screen; Q9HAT2; SIAE FP-Rh probe binding, fluorescence polarization; inhibition, % at 9.66 µM; 370,000 tested, 0.69% active; AID 1053197;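 active = inhibition above a cutoff: mean of compounds within the control limits plus 3 SD of those, cut at about 17% in these data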;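 note: 0% = plate median of compound wells and 100% = probe without SIAE protein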
UHRF1 MBD2 ctr: UHRF1 methyl-DNA binding inhibition | inhibition, % at 4.4 µM | 370,000 tested, 0.75% active | UHRF1 binding to methylated oligo, TR-FRET; in the data active = inhibition above about 21%;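 note: UHRF1 SRA domain binding a hemimethylated CpG hairpin DNA probe; 0% = median of test compound wells and 100% = reference inhibitor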
TDP2 absorb: blocks human TDP2 phosphodiesterase activity; 370,000 tested, 0.34% active; inhibition, % at 12.8 µM; O95551; AID 720702; recombinant TDP2, T5PNP hydrolysis, p-nitrophenol absorbance 415 nm;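 active = inhibition above the mean of all tested compounds plus 3 SD, set per campaign, cut at about 25% in these data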;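 note: 0% = DMSO with enzyme and 100% = buffer with substrate but no TDP2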
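Evaluation: % inhibition relative to enzyme-containing and enzyme-free wells. Material: recombinant human TDP2. Benchmarks: enzyme-free and DMSO wells. Timing: enzyme reaction with compound for 2 h at 37 °C. Compound dosing: 12.8 µM only. Measured by: p-Nitrophenol epi absorbance. Reagent: T5PNP substrate at 5 mM, a TopII-DNA adduct mimic. Replication: single well per compound.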
Numbers without * were called inactive; · = no result given.

SMILES	PRMT1 inh	LEDGF integ inh	PG9 binder	HTRA1 inhibitor	mABHD4 FP	DDE Tn7 FP inh	TCR CD3 inh	SIAE inh	UHRF1 MBD2 ctr	TDP2 absorb
COc1ccc(CC(=O)NCC2CCCN(Cc3ccccc3Cl)C2)cc1 (centres undefined)	-2	2	0.1	8	-3	-7	-9	-1	-1	-3
Cn1c(CNC(=O)CNC(=O)Cc2ccc(Cl)cc2)cc(=O)n(C)c1=O	-1	1	-0.4	3	4	-6	4	-7	0	18
O=C(NNC(=O)c1cc(-c2ccc(Cl)cc2Cl)nc2ccccc12)Nc1ccccc1	2	4	-2.4	-38	-3	-8	-2	-85	-1	0
COc1ccc2cc(C(N)=O)/c(=N\NC(=O)c3ccccc3)oc2c1	1	1	-7.1	6	-2	-2	-1	-6	-5	-13
Cn1cc(CN2CCC(C(=O)Nc3cccc(-c4cccc(F)c4)c3)CC2)cn1	0	1	-1.7	5	7	3	2	3	-4	14
CCOC(=O)C1(CC2CC2)CCN(Cc2cn[nH]c2-c2cccc(F)c2)CC1	0	0	-0.7	-3	0	6	6	0	0	3
CCN1CCN(CC(=O)c2cc(Cl)ccc2Cl)CC1	0	4	-1.1	5	0	-1	-3	-1	-6	7
Cc1cccc(OCCCC(=O)Nc2ccc(S(=O)(=O)Nc3onc(C)c3C)cc2)c1	0	-1	0.2	-6	3	-5	0	0	2	-4
COC(=O)C1=C(C(=O)OC)[C@@H]2Nc3ccccc3[C@@]23C[C@@H](C(=O)OC)N(C(=O)NC2CCCCC2)C3=N1	-3	2	1.5	·	-5	-2	-10	3	-1	-2
C=CCNc1nc(Nc2ccc(OC)c(OC)c2)c2sc(-c3ccccc3)cc2n1	-3	3	-0.9	·	42*	1	-6	25*	7	-8
COc1ccc(/C=C/c2nnc(NC(=O)CSc3ccc(C)cc3)s2)cc1	-4	3	-1.8	-9	-6	2	6	3	-3	16
COc1ccc2c(c1)nc(SCC(=O)C(C)(C)C)n2C	11	-2	0.0	-3	3	-4	1	-1	3	-1
COc1cc(C(=O)NCCC(=O)NCc2c(F)cc(F)cc2F)cc(OC)c1OC	2	-2	0.4	6	0	7	6	3	0	4
COC(=O)CSc1nnc(-c2ccc(S(=O)(=O)N3CCC(C)CC3)cc2)o1	-3	-1	0.9	0	-7	1	4	-21	-2	-2
CCc1nn(CC(=O)N2CCCCCC2)c(=O)c2cc3ccccc3n12	4	-3	1.5	3	-5	5	-8	4	-3	-5
CCOC(=O)C1=C(COC(=O)CNC(=O)c2ccccc2F)NC(=O)NC1C (centres undefined)	-1	2	0.8	-3	-7	-5	7	-2	-2	9
O=C(/C=C/Sc1ncn[nH]1)c1ccc(Cl)cc1	17	-2	0.0	-2	3	3	-6	-3	-1	5
CC(=O)N1CCN(C(=O)COC(=O)/C=C/c2ccc(C(F)(F)F)cc2)CC1	0	-1	0.9	3	0	5	0	1	-2	-3
CC(C)COP(=O)(c1ccc(N(C)C)cc1)C(O)c1ccc(Br)cc1 (centres undefined)	-1	1	-2.1	-4	3	-2	0	4	10	3
Cc1c(C(=O)Nc2ccc(S(=O)(=O)Nc3ncccn3)cc2)oc2ccc(F)cc12	-3	1	-2.4	9	-1	-5	6	-6	-1	-9
O=C(C(=O)N1CCN(C(=O)OCc2ccccc2)CC1)c1cccnc1	0	-1	-1.3	·	3	3	5	0	-3	-4
O=C(N/N=C(\c1ccccc1)c1cccnc1)c1ccc(O)cc1	-4	4	-2.6	-6	-6	-8	2	-5	-3	-19
CCOc1c(CNCCCSc2nc(C)cc(C)n2)cccc1OC	1	-6	0.3	8	0	-3	4	3	1	0
O=S1(=O)c2ccc(Br)cc2OC2CCCN1C2 (centres undefined)	2	0	0.3	·	6	4	-1	8	7	-3
NS(=O)(=O)c1ccc(NC(=O)COC(=O)CC2Sc3ccccc3NC2=O)cc1 (centres undefined)	0	-4	2.0	3	-6	-5	-2	-6	-1	1
O=C(COC(=O)C1CCN(S(=O)(=O)c2ccccc2C(F)(F)F)CC1)NCc1ccc(F)cc1	0	2	1.8	0	-3	3	-1	-4	-2	7
Cc1ccc(S(=O)(=O)N2CCC(C(=O)NCCCN3CCCC3=O)CC2)cc1C	-5	1	-1.3	4	-2	-3	6	1	0	5
CCOC(=O)CSc1ncccn1	0	0	-1.2	2	6	0	5	7	2	-1
CC(C)CC1NC(=O)c2ccccc2-n2c1nc1cc(F)ccc1c2=O (centres undefined)	3	-3	-0.1	·	7	-1	2	-5	-2	-4
Cc1ccc(S(=O)(=O)NC(=O)COc2ccccc2C(N)=O)cc1	-2	-1	-4.3	-3	-3	-4	3	2	0	-3
O=C(Nc1ccc(F)cc1)C1CCCO1 (centres undefined)	-2	-2	-0.4	-4	-4	-2	5	2	-3	8
CC1CCN(c2ccc([N+](=O)[O-])c(SCCO)c2)CC1	4	-3	-1.4	·	3	5	-10	-5	-4	-1
COc1ccc(CCN(C)C2CCCN(C(=O)Cn3cnnn3)C2)cc1OC (centres undefined)	-4	-2	-0.7	1	4	5	6	3	4	7
CCCn1c2ccc(C)cc2c2nnc(SCCN3CCOCC3)nc21	13	3	1.8	-7	-8	7	4	-4	3	-18
CCCc1c(C)c2cc(C)ccc2[nH]c1=O	-3	1	0.9	-2	-1	1	1	2	1	4
NCC(=O)N1CCC(C(=O)N[C@@H](Cc2c[nH]c3ccccc23)C(=O)O)CC1	2	-3	-0.3	0	0	-2	-1	-2	0	1

Sorted by length of the SMILES (descending): three of the compounds above
SMILES	PRMT1 inh	LEDGF integ inh	PG9 binder	HTRA1 inhibitor	mABHD4 FP	DDE Tn7 FP inh	TCR CD3 inh	SIAE inh	UHRF1 MBD2 ctr	TDP2 absorb
NCC(=O)N1CCC(C(=O)N[C@@H](Cc2c[nH]c3ccccc23)C(=O)O)CC1	2	-3	-0.3	0	0	-2	-1	-2	0	1
CCCn1c2ccc(C)cc2c2nnc(SCCN3CCOCC3)nc21	13	3	1.8	-7	-8	7	4	-4	3	-18
O=C(Nc1ccc(F)cc1)C1CCCO1 (centres undefined)	-2	-2	-0.4	-4	-4	-2	5	2	-3	8

The listing continues.
SMILES	PRMT1 inh	LEDGF integ inh	PG9 binder	HTRA1 inhibitor	mABHD4 FP	DDE Tn7 FP inh	TCR CD3 inh	SIAE inh	UHRF1 MBD2 ctr	TDP2 absorb
O=C(CNC(=O)Cc1cccc2ccccc12)NCc1ccc(F)cc1	4	-1	-0.3	1	-2	-6	2	1	1	10
O=C(Nc1cc(Cl)ccc1F)C1CCCN1S(=O)(=O)c1cccc2cccnc12 (centres undefined)	-3	4	·	·	-1	2	·	8	1	8
Cc1ccn2c(=O)c(NC(=O)COc3ccccc3)c(C)nc2c1	2	-3	1.9	3	8	4	-8	-2	2	5
CCCCNc1cc(=O)n(C)c(=O)n1C	-2	-1	-0.4	-3	4	4	8	-6	-1	-6
CC(=O)NC1=C(C#N)C(c2ccccc2)c2c(ccc3ccccc23)O1 (centres undefined)	-2	-7	-1.1	-27	-19	3	0	-8	-1	3
Cc1ccc(C2CC(c3cccs3)=NN2C(=O)CSc2nc(=O)n3ccc(C)cc3n2)cc1 (centres undefined)	-9	5	-5.2	-28	-19	-6	0	-36	-2	2
COC(=O)c1ccc(/C=C2/SC(=S)N(CCC(=O)N3CCOCC3)C2=O)cc1	6	-3	0.5	-1	3	1	-3	5	0	8
Cc1ccc(O)c(NC(=O)c2cc(-c3ccccc3Cl)on2)c1	-7	6	-2.3	-6	-6	-8	2	-8	-1	-11
Cc1nn(-c2ccccc2)c(C)c1NC(=O)COC(=O)[C@@H](NC(=O)c1ccccc1)C(C)C	-2	-3	0.1	33	-3	1	3	4	0	12
CCOC(=O)c1c(C)n(CC(O)CN(C)C)c2cc(Br)c(OC)cc12 (centres undefined)	1	1	-1.8	1	-2	0	7	-5	8	2
Cc1ccc(C(=O)NC(=S)NCC2CCCO2)cc1 (centres undefined)	0	-6	-2.7	1	-1	3	-3	0	-1	2
Cc1ccccc1-c1ccc(/C=C2/SC(N3CCOCC3)=NC2=O)o1	5	-1	-1.3	-5	2	-9	-5	-5	1	6
C=C1CCN([C@@H](Cc2ccccc2)C(=O)Nc2ccc(OC)cc2)S(=O)(=O)c2ccccc21	1	3	-0.1	-22	-10	3	8	8	-2	8
CC(C)CCC(O)(CCC(C)C)C(=O)NNc1ccccc1	3	-4	0.0	2	2	7	-6	-4	5	0
O=C(Nc1nc2ccc([N+](=O)[O-])cc2s1)c1ccco1	7	3	1.1	·	8	0	4	-6	0	-4
CCN1CCN(C(=O)Nc2ccc(Cc3ccc(NC(=O)N4CCN(CC)CC4)cc3)cc2)CC1	-2	-2	0.2	-3	3	9	-7	-2	6	5
COCCN1C(=O)CC(NNC(=O)c2ccc(S(=O)(=O)N3CCCC3)cc2)C1=O (centres undefined)	-2	2	1.1	5	-2	3	3	5	-2	-6
COc1ccc(C(=O)N/C(=C\c2cn(C)c3ccccc23)C(=O)N2CCOCC2)cc1	1	1	-2.9	2	-1	-4	7	4	-2	-2
CCOc1ccc(CC(=O)NCc2ccc3c(c2)cc(C)n3C)cc1	2	4	2.6	-11	16	2	31*	3	-1	-11
O=C(CNC(=O)c1sc2ccccc2c1Cl)NC1CC1	1	-2	-0.4	0	6	5	5	-2	-4	4
COc1ccc(/C=N/NC(=O)c2ccc(N(C)S(=O)(=O)c3ccccc3)cc2)cc1	0	2	-1.9	-28	-10	-5	5	-9	-2	6
Cn1c(=O)n(CC(=O)Nc2cccnc2)c2ccccc21	1	-3	1.2	14	0	4	6	2	-1	0
COc1ccccc1NC(=O)COC(=O)C1C2CC3OC(=O)C1C3C2 (centres undefined)	10	1	-1.1	-6	8	1	0	-1	1	5
CC(=O)NC(Cc1ccccc1)C(=O)OCC(=O)c1ccccc1 (centres undefined)	0	0	-0.4	0	4	2	-9	2	2	2
O=c1c2sccc2n(Cc2cccc(F)c2)c(=O)n1-c1ccc(F)cc1	-1	-1	-1.9	-16	0	-1	1	-2	-3	7
COc1ccc(C(N)c2csc(NC(=O)Nc3cccc(C(F)(F)F)c3)n2)cc1 (centres undefined)	-5	11	-0.8	·	-29	-7	-16	-2	2	-17
O=C(N=C1SC2CS(=O)(=O)CC2N1c1ccc(Cl)cc1Cl)C1CCCO1 (centres undefined)	2	-7	-2.1	5	-2	-2	0	1	1	-15
Cc1ccc(-c2ccc([C@H]3[C@H]4C=CC[C@@H](C)[C@@H]4C(=O)N3Cc3ccccc3)c(F)c2)cc1	2	-3	-1.5	-21	-8	10	4	-2	-1	-4
CCn1c(N2CCN(C(=S)Nc3ccc(OC)cc3)CC2)nc2ccccc21	-3	-2	-0.9	-1	4	1	4	2	-2	6

Screening results from PubChem.
